# Bioassay records (PubChem BioAssay)
# CF NFkB inh: inhibitors of PAF-induced NF-kB signaling, primary screen, cell-based, GFP fluorescence, uHTS; AID 588850, 2011; inhibition, % at 5 µM; KKLEB NF-kB-GFP reporter, GFP fluorescence overnight; actives 0.86% (n = 360,000);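 active = at least 50% inhibition at 5 µM, scaled per plate between neutral and stimulator controls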;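 also: PAF is a Pseudomonas aeruginosa culture filtrate used as stimulus; plate controls were PAF-stimulated DMSO wells for no effect and unstimulated DMSO wells for full effect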
# Peg3 promoter: Peg3 promoter-driven luciferase inhibitors, primary screen, cell-based, HeLa, luciferase luminescence | HeLa PEG-Prom luciferase reporter, overnight | inhibition, % at 20 µM | actives 1.7% (n = 360,000) | AID 588405, 2011;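 active = inhibition of at least 50% at 20 µM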
# NR2E3 ag-1: NR2E3 agonists in two-hybrid cells, primary screen, cell-based, luminescence, CHO-S, Gal4-NCOR/VP16-NR2E3. AID 602229, 2012. inhibition of corepressor binding, % at 3.98 µM. actives 0.35% (n = 360,000). luciferase. Photoreceptor-specific nuclear receptor (Homo sapiens), Q9Y5X4;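 active = inhibition above the mean of all tested compounds plus 3 SD, cut at about 70% in these data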;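 also: 0% = DMSO with NR2E3 transfected cells and 100% = cells lacking NR2E3 construct; higher means lower luciferase signal from less NR2E3 corepressor binding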
# Target sequence (Q9Y5X4 whole entry, looked up, the tested form may be a part): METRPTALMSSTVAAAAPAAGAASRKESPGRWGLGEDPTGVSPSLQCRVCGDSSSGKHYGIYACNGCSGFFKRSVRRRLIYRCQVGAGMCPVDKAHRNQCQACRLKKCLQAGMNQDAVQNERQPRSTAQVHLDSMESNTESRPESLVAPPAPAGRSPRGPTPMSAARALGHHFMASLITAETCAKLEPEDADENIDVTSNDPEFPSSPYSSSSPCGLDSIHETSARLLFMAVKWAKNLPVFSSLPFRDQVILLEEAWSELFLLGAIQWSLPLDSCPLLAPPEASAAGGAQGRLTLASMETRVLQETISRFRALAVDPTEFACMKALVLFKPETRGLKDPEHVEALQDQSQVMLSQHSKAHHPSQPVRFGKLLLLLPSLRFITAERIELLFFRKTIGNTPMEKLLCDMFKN
# TWEAK-Fn14 inh: inhibitors of TWEAK-Fn14 signaling, primary screen, luciferase reporter cells, uHTS | inhibition, % at 10 µM | AID 1159606, 2016 | actives 2% (n = 360,000) | TWEAK-stimulated Fn14 reporter cells, luciferase luminescence, 8 h; in the data active = inhibition above about 50%
# NR2E3 ag-2: inhibitors of NR2E3-RetCOR corepressor binding, primary screen, NR2E3 agonist project, biochemical, TR-FRET, GST-NR2E3, biotin-RetCOR. Photoreceptor-specific nuclear receptor (Homo sapiens), Q9Y5X4. 1536-well. inhibition of corepressor binding, % at 4.78 µM. actives 0.12% (n = 320,000). AID 2300, 2010;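 active = percent inhibition above the cutoff of mean plus 3 SD of all tested compounds, set per screening campaign, cut at about 20% in these data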;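 also: 0% = DMSO wells and 100% = biotin wells as full block of FRET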
#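 Test system – NR2E3–RetCOR corepressor complex · Quantity – NR2E3 fusion 1.35 nM · Buffer or medium – Tris pH 7.5 · Incubation – Compound–protein incubation for 5 h at 4 °C · Technique – TR-FRET, Eu(K)-anti-GST donor, streptavidin-D2 acceptor, ex 340, em 617/671 nm · Evaluation – percent inhibition of 671/617 nm emission ratio versus biotin and DMSO controls · Plate – 1536-well format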
# KKLEB tox: cytotoxicity in KKLEB CF airway cells, primary screen, cytotoxicity control for CF NF-kB inhibitor project, cell-based, uHTS, fluorescence assay plates | KKLEB CF airway cells viability, ATPlite luminescence, overnight; hits give low values; cells stimulated with P. aeruginosa culture filtrate | activity change (cytotoxicity), % at 5 µM | actives 0.36% (n = 360,000) | AID 602141, 2011;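 active = corrected activity change at or below -50% at 5 µM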
# HIF-2a block: HIF-2a reporter inhibitors, primary screen, luminescence, 786-0 RCC cells | 786-0 RCC cells HIF-2a reporter, luciferase luminescence, overnight | inhibition, % at 18.8 µM | actives 0.72% (n = 360,000) | AID 624352, 2012;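 active = inhibition of the luminescence signal of 40% or more relative to plate controls, in a single-dose primary screen at 18.75 µM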
# TRPM1 prom inh: inhibitors of MITF-dependent TRPM1 promoter reporter, primary screen, cell-based, SK-MEL-5, single point, luciferase; inhibition, % at 12.5 µM; actives 0.83% (n = 330,000); SK-MEL-5 TRPM1 promoter luciferase, 24 h;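 active = mean inhibition across replicates of 60% or more, whatever share of single replicates reaches that level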; also: values of inactives mirror those of a sister screen read the other way
# TROY signal inh: inhibitors of TROY-driven NF-kB signaling, primary screen, Q293 LMP1-TROYcd cells, NF-kB luciferase, uHTS; Q293 LMP1-TROYcd NF-kB luciferase reporter, 4 h; inhibition, % at 10 µM; actives 0.98% (n = 360,000);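 active = compounds whose plate-normalised and pattern-corrected inhibition of the luciferase reporter signal at the single screening dose is 50% or more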
# C8 TRAIL sens: viability loss with TRAIL in NB7+C8 cells, primary screen, TRAIL sensitizer project, cell-based, ATPlite luminescence; actives 1% (n = 360,000); inhibition (viability loss, TRAIL sensitization), % at 10 µM;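 active = compounds causing at least 50% loss of cell viability in the single-dose screen, relative to plate controls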
# Shn3 inh set2: reduction of Shn3 3'UTR firefly luciferase signal, primary screen, Schnurri-3 inhibitor project, cell-based, Clone20 osteoblasts, set 2 | Clone20 osteoblast Shn3 3'UTR firefly luciferase, 24 h | inhibition, % at 12.5 µM | actives 0.52% (n = 360,000);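 active = mean inhibition of at least 75% with every replicate also reaching 75%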;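 also: 0% = median of neutral control wells and 100% = pilot-screen positive control compound; some compounds past the cut are filed as inactive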
# Numbers without * were called inactive; · = not tested or not shown; & = joins results of further samples.
SMILES,CF NFkB inh,Peg3 promoter,NR2E3 ag-1,TWEAK-Fn14 inh,NR2E3 ag-2,KKLEB tox,HIF-2a block,TRPM1 prom inh,TROY signal inh,C8 TRAIL sens,Shn3 inh set2
O=C(Nc1ccc(S(=O)(=O)Nc2ncccn2)cc1)c1ccc(F)c(S(=O)(=O)N2CCOCC2)c1,-9,11,-6,-10,-1,5,11,3,-9,-8,1
Cc1cc(NC(=O)CSc2ccc3ccccc3c2)no1,-2,-21,9,17,-1,6,-6,8,7,-19,8
O=C(C1CC(=O)N(c2ccc3c(c2)OCCO3)C1)N1CCN(S(=O)(=O)c2cccc(F)c2)CC1 (stereo not given),15,15,9,18,·,-14,3,-1,1,-4,42
COc1cc(C(=S)N2CCOCC2)cc(OC)c1OC(=O)c1ccc([N+](=O)[O-])cc1[N+](=O)[O-],-32,12,-3,-4,-3,10,2,10,9,6,-2
COc1ccnc(Oc2ccccc2)n1,0,20,0,1,4,-8,-6,-13,-3,5,-15
C1CC1Cc1noc(CN2CCN(CC3CC3)CC2)n1,2,-13,6,-17,-3,0,-8,0,-10,4,-39
COc1ccc(Cl)cc1-c1nc(SCC(=O)NC2CCCC2)n[nH]1,30,13,12,26,·,-12,19,9,12,0,-3
CCOC(=O)c1c(-c2ccccc2)csc1NC(=O)/C(C#N)=C\c1ccc(O)c(OC)c1,-156,32,-46,39,·,-18,-2,7,-6,3,-14
OC(COc1cccc(OCC(O)CN2CCOCC2)c1)CN1CCOCC1 (stereo not given),-25&10,2&20,-18&-20,10&2,3&1,11&1,2&13,3,11&-10,7&-9,-9&-21
COc1cc(CN2CCC(CO)(CCOc3ccccc3)CC2)cc(OC)c1OC,-5,9,-1,-3,0,-4,14,-16,13,2,18
CC1CCCC(C)N1C(=O)COC(=O)C1CCN(S(=O)(=O)c2ccc3c(c2)OCCO3)CC1 (stereo not given),22,-3,-9,-1,0,0,-3,-9,0,1,4
O=C(COC(=O)c1ccc(Br)c(S(=O)(=O)N2CCOCC2)c1)NCCc1ccccc1,2,-4,-7,-10,·,5,4,9,11,4,-6

# A different layout for part of the listing above.
# Second line of a record – CF NFkB inh | Peg3 promoter | NR2E3 ag-1 | TWEAK-Fn14 inh | NR2E3 ag-2 | KKLEB tox | HIF-2a block | TRPM1 prom inh | TROY signal inh | C8 TRAIL sens | Shn3 inh set2
> OC(COc1cccc(OCC(O)CN2CCOCC2)c1)CN1CCOCC1 (stereo not given)
 : -25&10 | 2&20 | -18&-20 | 10&2 | 3&1 | 11&1 | 2&13 | 3 | 11&-10 | 7&-9 | -9&-21
> O=C(C1CC(=O)N(c2ccc3c(c2)OCCO3)C1)N1CCN(S(=O)(=O)c2cccc(F)c2)CC1 (stereo not given)
 : 15 | 15 | 9 | 18 | · | -14 | 3 | -1 | 1 | -4 | 42
> O=C(Nc1ccc(S(=O)(=O)Nc2ncccn2)cc1)c1ccc(F)c(S(=O)(=O)N2CCOCC2)c1
 : -9 | 11 | -6 | -10 | -1 | 5 | 11 | 3 | -9 | -8 | 1
> C1CC1Cc1noc(CN2CCN(CC3CC3)CC2)n1
 : 2 | -13 | 6 | -17 | -3 | 0 | -8 | 0 | -10 | 4 | -39

# Further results:
SMILES,CF NFkB inh,Peg3 promoter,NR2E3 ag-1,TWEAK-Fn14 inh,NR2E3 ag-2,KKLEB tox,HIF-2a block,TRPM1 prom inh,TROY signal inh,C8 TRAIL sens,Shn3 inh set2
CC(NC(=O)NC1CCCCC1)C(c1cccs1)N1CCN(Cc2ccccc2)CC1 (stereo not given),10,12,-36,13,1,2,8,-8,3,7,13
Cc1ccc(OCC(=O)Nc2cc(-c3nn4c(C)nnc4s3)ccc2C)cc1,-4,-17,-23,5,1,-17,-19,-22,-19,-2,20
CN(C)c1ccc(N=C/C=C2/N(C)c3ccccc3C2(C)C)cc1,-8,-147,-13,61*,·,-1,-69,5,30,7,-60
O=C(Cc1cccc2ccccc12)N/N=C/c1ccncc1,-2,6,12,9,-5,3,14,-2,11,-3,7
COc1ccccc1C1OC(c2cccc([N+](=O)[O-])c2)=NN1C(C)=O (stereo not given),-3,23,-8,3,-1,5,11,-4,-17,-2,10
CN1CCCc2cc3c(C(F)(F)F)cc(=O)oc3nc21,8,3,-29,6,4,0,15,0,-9,-14,15
COc1ccc(S(=O)(=O)N(C)CC(=O)NC2CCCC2)cc1Cl,3,10,13,19,-1,10,16,7,-13,-6,-8
CC(=O)NS(=O)(=O)c1ccc(NC(=O)c2cccc(OCc3c(C)noc3C)c2)cc1,2,5,-9,-11,6,-1,5,·,-4,17,-19
C#CC(C)(C)NC(=O)c1ccccc1OC,3,5,-7,-6,-1,-4,2,-1,1,-5,1
COc1ccc(CCNC(=S)N2CCN(S(=O)(=O)c3ccc(Cl)cc3)CC2)cc1,-5,11,-18,-8,0,-9,7,-7,-21,8,9
Cc1ccc(NC(=S)N(CCN(C)C)Cc2cccs2)cc1,-1,-10,-10,12,5,-2,11,-1,-6,-20,69
CCN(c1ccc(NC(=O)c2cccc(S(=O)(=O)N3CCN(C)CC3)c2)cc1)C(C)C,-4,-7,-8,18,2,0,7,7,35,5,-10
C=C(C)Cn1c2ccc(NC(=O)CCc3cccnc3)cc2c(=O)n1C,-6,3,1,-9,·,-4,19,·,14,-18,2
CCOC(=O)c1c(C)c[nH]c1C,9,2,24,-31,2,1,11,1,1,16,6
COC(=O)C1CCCN1C(=O)C1CCCN1C(=O)CNC(=O)OCc1ccccc1 (stereo not given),7,-3,-4,24,-3,-4,8,9,-2,10,-1
CN(Cc1ccccc1)S(=O)(=O)c1ccccc1Br,7,2,-42,-2,·,8,-28,-23,-11,-4,-7
O=C(NCC(F)(F)F)c1nn(Cc2ccccc2)c(=O)c2ccccc12,-7,11,-13,9,10,4,9,1,-2,-2,2
CN1CCN(Cc2c(C(=O)N3CCc4ccccc4C3)nc3ccc(Cl)cn23)CC1,-9,-17,-1,22,2,16,13,5,12,11,5
CC(C)CCOc1ccc(C(=O)O)cc1,-17,-21,8,-3,0,-1,-3,-5,-15,14,-14
CCOc1cccc2cc(C(=O)NC(C)c3ccccc3)c(=N)oc12 (stereo not given),8,-23,-11,11,1,-2,-22,11,-6,-2,3
CC(C)CCNC(=O)Nc1ccc2c(c1)N(C)C(=O)CS2,-14,-16,-8,8,-2,-5,-21,1,3,5,11
CCC(=O)N1c2ccccc2C(N(C(=O)CC)c2ccccc2)CC1C (stereo not given),-33,4,2,-17,7,5,-4,-4,0,-1,9
COC(=O)CN(c1c(C)cccc1C)S(C)(=O)=O,13,-10,15,0,-3,-6,18,6,11,0,-10
O=C(CSc1nnnn1-c1ccc2c(c1)OCO2)NCc1ccccc1,33,-49,-59,2,-1,-18,-43,8,0,8,12

# Overlap with the part before: 4 entries; new compounds follow.
SMILES,CF NFkB inh,Peg3 promoter,NR2E3 ag-1,TWEAK-Fn14 inh,NR2E3 ag-2,KKLEB tox,HIF-2a block,TRPM1 prom inh,TROY signal inh,C8 TRAIL sens,Shn3 inh set2
CC(C)CCNC(=O)Nc1ccc2c(c1)N(C)C(=O)CS2,-14,-16,-8,8,-2,-5,-21,1,3,5,11
CCC(=O)N1c2ccccc2C(N(C(=O)CC)c2ccccc2)CC1C (stereo not given),-33,4,2,-17,7,5,-4,-4,0,-1,9
COC(=O)CN(c1c(C)cccc1C)S(C)(=O)=O,13,-10,15,0,-3,-6,18,6,11,0,-10
O=C(CSc1nnnn1-c1ccc2c(c1)OCO2)NCc1ccccc1,33,-49,-59,2,-1,-18,-43,8,0,8,12
Cc1ccc2c(c1)c1nnc(SCC(=O)Nc3ccc(N(C)C)cc3)nc1n2CC(=O)O,13,-2,-13,16,-3,5,11,15,-1,-6,13
COc1ccc(/C=C(\NC(=O)c2ccc(Cl)cc2)C(=O)NCC2CCCO2)cc1OC (stereo not given),4,-24,5,9,1,12,14,·,7,-5,3
Cc1ccc(C)c(NC(=O)CN(C)C(=O)[C@@H](NC(=O)c2ccc(C(C)(C)C)cc2)C(C)C)c1,7,19,-5,18,-1,7,16,2,27,7,19
CCc1cc(C(=O)N(Cc2ccccc2)c2c(N)n(CCOC)c(=O)[nH]c2=O)sc1C,-6,-6,-4,8,0,-1,-1,-10,-8,-25,16
Cc1ccc(NC(=O)NC(=O)CSc2nnc(-c3ccc(Cl)cc3Cl)n2N)c(C)c1,2,6,-6,0,1,-1,13,-3,9,-11,-8
Cc1nn(CC(=O)NN)c(C)c1Br,6,5,0,10,1,1,16,6,8,-11,·
COc1ccc(C(=O)Nc2cc(OC)cc(OC)c2)cc1,8,-176,-69,-28,-2,13,-253,-20,-43,30,2
Cc1cc(C)c2nc(NC(=O)c3ccc(OCC4CCCO4)cc3)sc2c1 (stereo not given),7,-135,-73,53*,2,-4,-108,30,-12,34,-26
Cc1ccc(OCC(=O)Nc2sc3c(c2C#N)CC(C)(C)NC3(C)C)cc1,-5,-2,-8,-9,0,5,12,6,-19,18,-24
COc1cc2c(cc1OC)-c1nc3ccccc3c(=O)n1C(C)(C)C2,16,22,5,-39,3,-21,20,-9,0,-4,16
O=C(CSc1nc(-c2ccccc2)c(-c2ccccc2)[nH]1)Nc1ccc2c(c1)OCO2,9,21,-5,30,2,-17,5,10,-29,-4,9
Cc1cc(F)ccc1S(=O)(=O)N1CCCOC1CNC(=O)C(=O)NCc1ccco1 (stereo not given),-4,9,-3,-1,3,7,9,-10,2,6,12
COc1c(/C=C2\SC(=Nc3ccccc3Cl)NC2=O)cccc1[N+](=O)[O-],12,30,-13,-1,6,-16,-2,5,13,7,12

# Pulled one by one from the entries so far:
SMILES,CF NFkB inh,Peg3 promoter,NR2E3 ag-1,TWEAK-Fn14 inh,NR2E3 ag-2,KKLEB tox,HIF-2a block,TRPM1 prom inh,TROY signal inh,C8 TRAIL sens,Shn3 inh set2
O=C(CSc1nc(-c2ccccc2)c(-c2ccccc2)[nH]1)Nc1ccc2c(c1)OCO2,9,21,-5,30,2,-17,5,10,-29,-4,9
Cc1cc(C)c2nc(NC(=O)c3ccc(OCC4CCCO4)cc3)sc2c1 (stereo not given),7,-135,-73,53*,2,-4,-108,30,-12,34,-26
Cc1cc(F)ccc1S(=O)(=O)N1CCCOC1CNC(=O)C(=O)NCc1ccco1 (stereo not given),-4,9,-3,-1,3,7,9,-10,2,6,12

# This is a subset; rates above refer to the full screens.
